NOD2 RIPK2 PPI = NOD2-RIPK2 protein interaction inhibition; 360,000 compounds, 0.38% hits; CHO BLA complementation NOD2-RIPK2, CCF4 ratio; inhibition, % at 4.98 µM; O43353; in the data active means inhibition above about 21%;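 further: 0% = vehicle only and 100% = reference blocker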
Target sequence (O43353 whole entry, looked up): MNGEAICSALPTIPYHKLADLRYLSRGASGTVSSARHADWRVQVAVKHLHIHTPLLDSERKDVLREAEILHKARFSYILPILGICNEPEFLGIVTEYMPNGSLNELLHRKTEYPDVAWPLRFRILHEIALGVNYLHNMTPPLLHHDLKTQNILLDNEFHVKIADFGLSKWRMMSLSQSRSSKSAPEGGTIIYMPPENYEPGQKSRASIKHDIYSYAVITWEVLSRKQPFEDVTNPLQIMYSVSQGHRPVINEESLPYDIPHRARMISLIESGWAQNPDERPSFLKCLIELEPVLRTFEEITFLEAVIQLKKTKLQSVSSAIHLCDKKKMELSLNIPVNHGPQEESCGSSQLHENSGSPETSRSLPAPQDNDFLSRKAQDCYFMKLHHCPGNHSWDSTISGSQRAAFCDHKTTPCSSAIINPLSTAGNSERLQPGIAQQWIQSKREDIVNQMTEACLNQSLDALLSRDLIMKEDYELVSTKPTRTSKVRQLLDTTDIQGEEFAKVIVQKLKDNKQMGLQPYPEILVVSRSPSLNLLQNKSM
MC4R antagonist = blocks human MC4R cAMP signaling. MC4R-expressing cells, MTII-stimulated cAMP, LANCE TR-FRET. inhibition, % at 6.5 µM. 360,000 compounds, 0.48% hits. AID 540295;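 active means inhibition above its plate's cutoff, the mean of tested wells on that plate plus 3 SD, cut at about 29% in these data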;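 further: 0% = Melanotan II alone and 100% = Melanotan II plus saturating MCL0020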
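Material – human MC4R-expressing U2OS cells · Repeats – no replicates · Detection – TR-FRET with Eu-cAMP and labeled anti-cAMP, 671 nm · Times – compound 30 min, challenge 1 h, detection 1 h · Compound – single nominal compound dose of 6.5 µM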
ABHD5 PLIN5 PPI = ABHD5-PLIN5 protein interaction inhibition; Q00G26+Q8WTS1; Split G. princeps luciferase complementation, luminescence, 4 h; inhibition, % at 4 µM; 360,000 compounds, 0.78% hits; AID 602281;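 active means inhibition above the mean inhibition across every tested compound plus 3 SD, cut at about 22% in these data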;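 further: 0% = DMSO only wells and the 100% control is not disclosed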
NR5A2 inv ag = suppresses constitutive activity of human LRH-1 | O00482 | HEK293T StAR-luciferase reporter, LRH-1 transfected, 24 h | inhibition, % at 3.6 µM | 360,000 compounds, 0.13% hits;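 active means inhibition above the mean inhibition of all tested compounds plus 3 SD, cut at about 73% in these data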;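 further: 0% = DMSO wells and 100% = reporter-only cells lacking LRH-1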
Target sequence (O00482 whole entry, looked up): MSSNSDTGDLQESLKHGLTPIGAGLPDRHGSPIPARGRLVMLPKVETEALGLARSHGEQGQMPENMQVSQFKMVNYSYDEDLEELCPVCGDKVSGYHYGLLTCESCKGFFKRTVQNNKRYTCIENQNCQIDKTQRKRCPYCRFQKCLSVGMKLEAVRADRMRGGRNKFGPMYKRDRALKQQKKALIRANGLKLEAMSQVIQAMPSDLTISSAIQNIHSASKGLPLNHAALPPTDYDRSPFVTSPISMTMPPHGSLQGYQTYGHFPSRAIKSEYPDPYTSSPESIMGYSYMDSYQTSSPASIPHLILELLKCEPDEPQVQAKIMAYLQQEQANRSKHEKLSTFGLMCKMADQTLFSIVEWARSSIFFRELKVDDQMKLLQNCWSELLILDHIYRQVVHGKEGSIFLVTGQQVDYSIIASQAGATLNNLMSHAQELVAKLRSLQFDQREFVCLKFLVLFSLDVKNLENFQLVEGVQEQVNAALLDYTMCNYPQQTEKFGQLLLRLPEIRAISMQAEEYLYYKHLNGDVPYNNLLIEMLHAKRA
MC4R barr agon = human MC4R agonism via beta-arrestin; P32245; U2OS MC4R beta-arrestin complementation, luminescence; percent of melanotan II response, DMSO zero; activation, % at 8.9 µM; 360,000 compounds, 0.98% hits; AID 540308;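 active means activation above a per-plate cutoff, the mean activation of sample wells on that plate plus 3 SD, cut at about 8% in these data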
NCOA2 inhibitor = inhibits human steroid receptor coactivator 2; Q15596; HEK293 GAL4-SRC2 luciferase reporter, luminescence; inhibition, % at 9 µM; 370,000 compounds, 0.17% hits; AID 651957;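 active means inhibition above the mean inhibition of all tested compounds plus 3 SD, set per campaign, cut at about 52% in these data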;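 further: 0% = DMSO treated cells and 100% = cells given Gossypol at 36 µM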
EBV LMP1 NFkB = Epstein-Barr LMP1 NF-kappaB reporter inhibition; AID 504558; inhibition, % at 12.5 µM; 350,000 compounds, 0.69% hits; LMP1-induced NF-kappaB luciferase reporter cells, luminescence; in the data active means inhibition above about 41%;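 further: 0% = neutral control wells and 100% = reference inhibitor control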
NCOA3 inh = human NCOA3 inhibition. Q9Y6Q9. HEK293 GAL4-SRC3 luciferase reporter, luminescence. inhibition, % at 3.6 µM. 360,000 compounds, 0.17% hits;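 active means inhibition above a per-campaign cutoff, the mean of all compounds plus 3 SD, cut at about 60% in these data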;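 further: 0% = DMSO-treated cells and 100% = gossypol-treated cells at 36 µM; higher means less SRC3-driven luciferase light from the GAL4 reporter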
TLR9-MyD88 block = blocks human TLR9 binding to MyD88; AID 504734; inhibition, % at 4.98 µM; Q9NR96+Q99836; CHO BLA complementation TLR9-MyD88, CCF4 FRET ratio; 340,000 compounds, 0.21% hits;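 active means inhibition above the mean over all tested compounds plus 3 SD, cut at about 21% in these data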;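 further: 0% = DMSO only wells and 100% = clavulanate BLA inhibitor control wells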
NCOA1 inh = inhibits human SRC1 coactivator; Q15788; inhibition, % at 3.6 µM; HEK293 GAL4-SRC1 luciferase reporter, luminescence; 360,000 compounds, 0.12% hits;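 active means inhibition above the campaign mean plus 3 SD, with each screening campaign given its own cutoff, cut at about 60% in these data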;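 further: 0% = DMSO treated cells and 100% = gossypol at 36 µM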
NR2F2 inh = inhibitors of human COUP-TFII (NR2F2). P24468. HEK293T NGFI-A luciferase reporter, luminescence. inhibition, % at 8.6 µM. 370,000 compounds, 0.7% hits. AID 686940;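 active means inhibition above a per-plate cutoff, mean inhibition of test wells between control levels plus 3 SD, cut at about 38% in these data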;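 further: cells cotransfected with COUP-TFII expression vector driving the NGFI-A reporter; 0% = median of COUP-TF2 test wells and 100% = reporter-only cells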
The depositor's hits bear a star; . = not tested or not shown; & = joins results of further samples. This is a subset; the hit share may differ from the screen's.

SMILES	NOD2 RIPK2 PPI	MC4R antagonist	ABHD5 PLIN5 PPI	NR5A2 inv ag	MC4R barr agon	NCOA2 inhibitor	EBV LMP1 NFkB	NCOA3 inh	TLR9-MyD88 block	NCOA1 inh	NR2F2 inh
Cc1noc(C)c1NC(=O)N(C)C[C@H]1Oc2c(NS(=O)(=O)c3cccs3)cccc2C(=O)N([C@H](C)CO)C[C@@H]1C	7.6	14.7	-2.5	-8.4	0.5	-12.8	-4.7	7.7	6.8	-2.5	-5.0
COc1ccc2c(c1)cc(C(=O)N[C@H](C(=O)N1CCC(C(=O)O)CC1)C(C)C)n2C	-11.3	18.1	0.0	-34.7	-1.4	3.1	1.0	2.4	-5.2	-8.1	0.8
Cc1nn(C)c(C)c1/C=N/N=C1\CCC2C3CCc4cc(O)ccc4C3CCC12C (stereo unspecified)	8.3	10.9	5.3	-13.0	-0.3	-48.9	6.0	-15.7	-5.5	-8.8	3.0
C=CCn1c(CCNC(=O)c2cccs2)nnc1SCC(=O)Nc1cccc(C(C)=O)c1	2.3	-8.9	-0.7	-1.8	-2.4	10.6	-0.1	4.4	-2.1	-7.0	3.0
Cc1cc(C)c(C(=O)CC(=O)c2ccccc2Cl)c(O)c1	-3.3	0.7	-8.3	-4.3	3.8	-11.8	-6.7	-10.8	-0.9	-17.3	-6.4
COc1ccc(C(C)=O)cc1CSc1ncccn1	-3.3	-6.0	2.3	0.8	0.0	-5.1	4.5	10.1	-0.6	-0.8	-15.2
CN(CC(=O)NC1CCN(Cc2ccccc2)CC1)S(=O)(=O)c1ccc2c(c1)c(=O)n(C)c(=O)n2C	-12.6	1.7	3.5	6.0	-2.7	12.4	-9.7	9.0	-5.5	13.1	8.9
O=C(c1ccc(O)cc1)c1ccc(O)cc1O	-1.1	-8.3	-5.4	-1.6	-2.4	-15.0	-3.3	-8.2	-1.4	9.4	-6.1
CSc1nnc(Cc2cc(=O)[nH]c(=O)[nH]2)n1-c1cc(C)ccc1C	-4.2	-6.5	-1.4	-0.7	-0.9	4.9	-0.2	3.2	0.9	-16.7	-16.8
CC(C)C(C(=O)NCc1ccco1)N(C(=O)CNS(=O)(=O)c1ccc(Cl)cc1)C1CCCC1 (stereo unspecified)	-34.2	0.1	-5.9	-1.2	1.4	-0.9	9.4	15.5	-11.9	-15.3	11.3
CCOc1ccc(-c2csc(NC(=O)c3ccc(S(=O)(=O)N4CCc5ccccc5C4)cc3)n2)cc1	-5.0	10.9	-4.8	-6.3	-2.9	14.7	8.8	1.2	-5.6	3.5	17.8
CC1CN(c2nc3c(c(=O)n(C)c(=O)n3C)n2Cc2c(Cl)cccc2Cl)CC(C)O1 (stereo unspecified)	-5.9	8.8	1.0	-7.3	-1.1	5.2	-1.0	13.7	2.3	2.4	3.3

The list goes on; the last 3 above are carried over.
SMILES	NOD2 RIPK2 PPI	MC4R antagonist	ABHD5 PLIN5 PPI	NR5A2 inv ag	MC4R barr agon	NCOA2 inhibitor	EBV LMP1 NFkB	NCOA3 inh	TLR9-MyD88 block	NCOA1 inh	NR2F2 inh
CC(C)C(C(=O)NCc1ccco1)N(C(=O)CNS(=O)(=O)c1ccc(Cl)cc1)C1CCCC1 (stereo unspecified)	-34.2	0.1	-5.9	-1.2	1.4	-0.9	9.4	15.5	-11.9	-15.3	11.3
CCOc1ccc(-c2csc(NC(=O)c3ccc(S(=O)(=O)N4CCc5ccccc5C4)cc3)n2)cc1	-5.0	10.9	-4.8	-6.3	-2.9	14.7	8.8	1.2	-5.6	3.5	17.8
CC1CN(c2nc3c(c(=O)n(C)c(=O)n3C)n2Cc2c(Cl)cccc2Cl)CC(C)O1 (stereo unspecified)	-5.9	8.8	1.0	-7.3	-1.1	5.2	-1.0	13.7	2.3	2.4	3.3
Cc1csc(NC(=O)CSc2ncn(-c3ccccc3)n2)n1	5.4	6.1	-0.2	-9.5	-0.9	7.6	5.5	10.2	4.6	-6.0	8.2
Cc1ccc(OCC(=O)NCCCNC(=O)c2ccccn2)cc1	-1.7	-4.9	-1.6	-7.2	-1.4	-13.7	2.5	-14.0	-9.9	4.2	-5.2
O=C(C[C@H]1C[C@H](C(=O)N2CCOCC2)[C@@]2(CCC3CCCC3)c3[nH]c4cc(-c5ccco5)ccc4c3CCN2C1=O)NCCC1=CCCCC1	0.5	10.7	17.9	-28.3	-0.3	.	13.3	-13.4	-1.1	0.6	.
Cc1cc(C(=O)CSc2nc3ccccc3c(=O)[nH]2)c(C)n1CC1CCCO1 (stereo unspecified)	-11.8	7.8	-3.0	-32.7	-1.7	-29.9	-9.7	-20.9	-1.2	-80.3	29.6
CC(CNCCCn1ccc(NC(=O)OCc2ccccc2)nc1=O)c1ccccc1 (stereo unspecified)	4.8	2.0	-5.7	-1.6	0.3	-12.7	2.0	-10.4	-6.2	-64.2	11.5
O=C(Nc1ncccn1)c1ccc([N+](=O)[O-])cc1	-8.8	-0.2	10.6	-0.2	0.6	-19.5	3.5	15.5	0.8	-18.4	1.3
O=C(COc1ccc([N+](=O)[O-])cc1Cl)NCC1CCCO1 (stereo unspecified)	4.3	4.5	-0.2	20.2	-1.8	4.7	-5.7	-3.2	3.6	-14.8	4.0
CCc1cccc2cc3c(N)c(C(=O)Nc4ccc(S(=O)(=O)N5CCCC5)cc4)sc3nc12	32.9*	8.1	-8.7	-15.3	-2.2	-8.1	-11.9	14.4	29.7*	8.4	15.0
Cc1cc([N+](=O)[O-])nn1CC(=O)Nc1ccccn1	7.9	16.0	-1.1	-2.9	0.6	-14.8	-6.8	13.7	-0.4	-8.1	14.7
Cc1cc(C)nc(SCCS(=O)(=O)Cc2ccccc2)n1	-4.6	1.1	-0.5	-13.2	-0.9	-10.4	-1.4	-1.2	-6.9	-0.6	-4.2
Cc1ccc(NC(=O)Nc2nc3ccccc3s2)cc1NC(=O)Nc1nc2ccccc2s1	-3.5	-0.4	-2.3	7.4	10.5*	-20.9	2.4	-23.1	-10.6	-12.2	1.8
c1cc(-n2cnnn2)ccc1NC1=NCCC1	-1.4	5.1	1.4	-1.3	-1.9	-12.7	-3.4	4.8	3.2	3.7	21.3
Cc1ccc(N2C(=O)CC(N3CCc4ccccc43)C2=O)cc1Cl (stereo unspecified)	-5.8	4.8	1.3	0.7	-1.4	-33.7	-6.5	-0.1	-10.2	-20.4	-12.7
COc1ccc(/C=C(/NC(=O)c2ccccc2OC)C(=O)Nc2ccc(C(=O)O)cc2)cc1	1.6	-0.3	5.1	13.8	-3.5	-31.4	0.6	14.4	2.6	9.1	-5.7
COc1ccc(N2CCN(c3oc(-c4ccc(OC)c(OC)c4)nc3C#N)CC2)cc1	13.8	8.7	-3.6	-13.6	-3.0	-9.3	9.9	-0.2	10.6	-20.4	4.9
COC(=O)c1sc2cc(C(F)(F)F)cnc2c1-c1ccccn1	-11.3	6.2	-3.3	9.7	-0.4	-7.8	-0.8	13.6	6.7	3.0	-8.2
Cc1ccc(-n2c(-c3cccc(C)c3)n[nH]c2=S)cc1	-6.8	-10.4	5.8	9.2	0.6	18.3	-0.2	9.4	-3.7	3.2	15.1
CCn1c(C)nc([N+](=O)[O-])c1Sc1ccc(F)cc1	-11.3	9.1	-3.1	-12.1	-0.6	28.4	8.8	17.8	0.9	-11.8	5.2
Cc1ccc(S(=O)(=O)N2CCN(C(=O)c3c(-c4ccccc4)noc3C)CC2)cc1	-0.9	9.2	-13.9	-19.7	0.5	-23.3	-7.2	-1.8	10.2	-24.4	-9.3
CCN1CCN(C(=O)CSc2nc(N)cc(N)n2)CC1	-3.1	10.2	-6.8	-6.6	-1.6	-8.3	-16.4	-2.0	-2.7	-8.7	2.7
CC(=O)N1c2ccccc2C2CCCC[C@@H]21 (stereo partly specified)	0.7	0.2	4.9	-9.2	0.0	-4.9	-1.0	-3.5	-1.8	12.2	-10.5
CN(CCOc1ccc(CC2SC(=O)NC2=O)cc1)c1ccccn1 (stereo unspecified)	-1.5&-11.1	6.4&0.4	-4.6&1.9	-15.6&-13.0	-0.7&-0.3	4.6&-17.6	-2.6&0.6	7.5&-17.5	-9.6&5.0	3.4&-9.1	-4.6&-1.7
COc1ccc(S(=O)(=O)N/N=C(/C)c2ccncc2)cc1	-1.6	0.9	-1.1	4.2	-0.1	-16.8	2.5	-4.4	-1.4	5.7	-8.3
CCCn1nnc(NC(=S)NC(=O)/C=C/c2ccc(Cl)cc2)n1	4.4	18.1	-7.5	-4.2	-1.7	18.7	0.6	10.0	-6.4	-11.4	-10.9
CCOC(=O)c1c(C)oc2ccc(NS(=O)(=O)c3ccc4c5c(cccc35)C(=O)N4)cc12	5.0	-26.2	1.8	-3.8	-0.2	6.0	-19.9	23.2	-1.6	3.0	-5.1
Cn1c(=O)c2cc(NC(=S)NC3CC3)ccc2n1Cc1ccccc1	-4.2	11.8	-4.1	-21.8	1.9	-17.4	.	-11.6	.	-19.6	-11.9
CC(=O)c1ccc(S(=O)(=O)N2CCN(C(C)C(=O)N(C)Cc3ccccc3)CC2)cc1 (stereo unspecified)	-13.3	9.9	-6.2	-5.3	-0.3	10.7	-1.7	17.7	-6.0	-1.6	1.4
CC(C)CC1NC(=O)N(CC(=O)Nc2ccc3c(c2)OCCO3)C1=O (stereo unspecified)	4.5	5.6	0.9	3.3	1.9	1.0	1.0	2.9	-8.6	-16.4	-10.0
CC(=O)NC(=S)Nc1ccc(NC(=S)NC(=O)c2ccc([N+](=O)[O-])cc2)cc1	2.7	-3.0	1.1	10.5	-1.6	-8.8	5.6	13.2	2.7	-24.5	8.8
Cc1cc(NCc2ccco2)n2c(nc3ccccc32)c1C#N	-0.7	6.9	12.1	-0.8	-0.4	1.0	-4.0	9.0	-1.8	-1.4	9.6
Cc1ccc(SCC(=O)OCC(=O)NC2(C#N)CCCCC2)cc1	-2.4	3.9	3.7	-7.6	-3.1	-16.4	-1.2	-7.0	-3.2	-21.6	-13.0
CCSc1ccccc1C(=O)Nc1cccnc1	-0.8	-8.4	3.8	5.0	-1.9	-22.6	1.4	-6.5	-9.7	2.3	1.0
Cn1c(SCc2cccc(F)c2)nnc1-c1cnccn1	-4.0	-1.5	-1.6	-29.1	0.6	-38.5	-1.0	-9.5	1.1	-13.7	0.3
CCCNS(=O)(=O)c1ccc(CCC(=O)N2CCC(C)CC2)cc1	5.0	-0.2	-1.4	-13.6	0.9	7.0	4.8	13.8	11.4	-10.5	7.2
Cc1csc(NC(=O)CCCc2cccs2)n1	-0.2	12.3	0.5	-13.6	-1.9	-6.8	-0.4	-14.0	-6.8	-20.2	-11.4
O=C(NCc1ccccn1)C1CCN(S(=O)(=O)N2CCCC2)CC1	-3.7	21.5	-4.7	12.3	0.3	-4.2	7.6	0.0	1.3	-9.4	6.5
CCn1c(SCc2ccccc2)nc2ccccc2c1=O	3.6	-2.5	-5.0	-13.8	3.0	-5.9	10.3	21.5	17.6	0.6	4.5
CNc1nc(Oc2ccc3sc(C)nc3c2)c2sccc2n1	0.0	2.7	-6.4	12.8	0.0	4.8	.	10.6	.	2.2	14.0

Screening data deposited in PubChem by several laboratories.
